Screening results (PubChem BioAssay)
aDG glyco act: increases alpha dystroglycan glycosylation. activation, % at 10 µM. AID 624168. Pro5-aDG cells, alpha-DG glycosylation AlphaScreen (IIH6); 0% Pro5, 100% B10-LARGE cell signal. hit rate 0.22% among 360,000;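 active = activation of at least 8% versus controls, or a plate z-score of at least 8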;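 also: Pro5 are CHO cells carrying HIG-tagged alpha-DG that lacks glycosylation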
N-glyco inh: N-linked glycosylation inhibition; D54 ERlucT glycosylation luciferase reporter, 24 h; percent of 100 nM tunicamycin response; reporter increase, % at 12.5 µM; hit rate 0.23% among 360,000; AID 588692;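 active = mean luciferase reporter signal, scaled so untreated is 0 and the glycosylation-blocking control 100, at or above a set limit in every replicate; inconclusive = mean reaches the limit but not every replicate does; inactive = mean below the limit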;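 also: luciferase carries N-glycosylation sites so blocking glycosylation raises the light; 0% = median of neutral control wells and 100% = median of 100 nM tunicamycin wells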
MC4R barr agon: activates human MC4R beta-arrestin recruitment; P32245; U2OS MC4R beta-arrestin complementation, luminescence; percent of melanotan II response, DMSO zero; activation, % at 8.9 µM; hit rate 0.98% among 360,000; AID 540308;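 active = activation above a per-plate cutoff, the mean activation of sample wells on that plate plus 3 SD, cut at about 8% in these data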
ABHD5 PLIN5 PPI: blocks binding of human ABHD5 to perilipin-5. Q00G26+Q8WTS1. Split G. princeps luciferase complementation, luminescence, 4 h. inhibition, % at 4 µM. hit rate 0.78% among 360,000. AID 602281;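 active = inhibition above the mean inhibition across every tested compound plus 3 SD, cut at about 22% in these data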;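 also: 0% = DMSO only wells and the 100% control is not disclosed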
ABCB6 inh MLPCN: human ABCB6 transporter inhibition | Q9NP58 | K562-ABCB6 porphyrin accumulation, flow cytometry, 1 h; active compounds read low | fluorescence ratio to DMSO, % at 10 µM | hit rate 0.19% among 360,000;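 active = fluorescence ratio to DMSO below 75%, the collection mean minus 3 SD; inconclusive = too few cells collected in the well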;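 also: signal is porphyrin accumulated inside mitochondria; 100% equals median channel fluorescence of DMSO control wells; lower ratio means ABCB6 inhibition with less porphyrin fluorescence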
MC4R antag cAMP: antagonists of human melanocortin 4 receptor (MC4R); P32245; MC4R-expressing cells, MTII-stimulated cAMP, LANCE TR-FRET; inhibition, % at 6.5 µM; hit rate 0.48% among 360,000;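 active = inhibition above its plate's cutoff, the mean of tested wells on that plate plus 3 SD, cut at about 29% in these data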;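 also: 0% = Melanotan II alone and 100% = Melanotan II plus saturating MCL0020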
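System: U2OS cells stably expressing human melanocortin 4 receptor (MC4R). Reagent: Melanotan II challenge after compound preincubation. Doses: 6.5 µM. Times: 30-min compound, 1-h challenge, 1-h detection, room temperature. Measured by: TR-FRET with Eu-cAMP and labeled anti-cAMP, 671 nm. Replicates: singlicate.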
NOD2 RIPK2 PPI: NOD2-RIPK2 protein interaction inhibition | inhibition, % at 4.98 µM | O43353 | CHO BLA complementation NOD2-RIPK2, CCF4 ratio | hit rate 0.38% among 360,000; in the data active = inhibition above about 21%;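 also: 0% = vehicle only and 100% = reference blocker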
TLR9-MyD88 block: inhibitors of human TLR9-MyD88 binding | CHO BLA complementation TLR9-MyD88, CCF4 FRET ratio | inhibition, % at 4.98 µM | hit rate 0.21% among 340,000 | Q9NR96+Q99836;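 active = inhibition above the mean over all tested compounds plus 3 SD, cut at about 21% in these data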;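 also: 0% = DMSO only wells and 100% = clavulanate BLA inhibitor control wells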
Target sequence (Q99836 whole entry, looked up): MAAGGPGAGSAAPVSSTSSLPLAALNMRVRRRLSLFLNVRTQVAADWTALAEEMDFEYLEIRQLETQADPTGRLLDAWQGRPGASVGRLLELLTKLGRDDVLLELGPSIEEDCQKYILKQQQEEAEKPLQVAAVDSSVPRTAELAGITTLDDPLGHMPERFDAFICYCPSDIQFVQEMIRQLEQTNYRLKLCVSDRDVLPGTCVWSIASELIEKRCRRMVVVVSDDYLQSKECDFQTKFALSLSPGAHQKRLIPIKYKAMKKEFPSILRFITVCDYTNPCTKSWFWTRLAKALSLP
Target sequence (Q9NR96 whole entry, looked up): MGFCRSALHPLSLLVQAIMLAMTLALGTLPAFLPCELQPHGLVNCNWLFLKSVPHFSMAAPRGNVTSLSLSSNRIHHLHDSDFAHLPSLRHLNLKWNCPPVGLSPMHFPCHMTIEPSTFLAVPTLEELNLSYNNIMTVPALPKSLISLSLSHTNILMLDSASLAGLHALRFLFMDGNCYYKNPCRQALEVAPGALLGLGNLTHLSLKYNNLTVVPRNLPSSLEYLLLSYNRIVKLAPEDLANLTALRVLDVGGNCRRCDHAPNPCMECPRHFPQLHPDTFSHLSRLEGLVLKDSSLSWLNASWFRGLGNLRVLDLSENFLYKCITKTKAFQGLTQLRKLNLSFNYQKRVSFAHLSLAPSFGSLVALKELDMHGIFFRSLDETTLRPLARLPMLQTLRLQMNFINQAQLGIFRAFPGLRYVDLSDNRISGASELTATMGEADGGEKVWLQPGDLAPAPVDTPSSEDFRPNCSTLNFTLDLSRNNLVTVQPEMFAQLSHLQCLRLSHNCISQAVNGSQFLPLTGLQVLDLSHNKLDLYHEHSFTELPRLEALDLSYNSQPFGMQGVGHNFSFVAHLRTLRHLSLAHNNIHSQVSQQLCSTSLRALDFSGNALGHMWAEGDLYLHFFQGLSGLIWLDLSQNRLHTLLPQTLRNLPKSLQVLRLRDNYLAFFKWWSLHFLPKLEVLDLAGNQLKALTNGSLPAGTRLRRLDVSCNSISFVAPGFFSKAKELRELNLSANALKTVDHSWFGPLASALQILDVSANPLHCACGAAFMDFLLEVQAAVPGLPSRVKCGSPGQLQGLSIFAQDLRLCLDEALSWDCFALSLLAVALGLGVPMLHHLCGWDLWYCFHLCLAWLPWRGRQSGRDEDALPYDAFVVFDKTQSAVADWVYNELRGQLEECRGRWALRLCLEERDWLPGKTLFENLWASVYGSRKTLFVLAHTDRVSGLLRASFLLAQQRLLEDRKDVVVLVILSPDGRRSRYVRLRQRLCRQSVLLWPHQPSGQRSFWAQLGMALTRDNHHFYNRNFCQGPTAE
Exocytosis inh: blocks lytic granule exocytosis; inhibition, % at 10 µM; AID 651702; hit rate 0.66% among 360,000; TALL-104 LAMP-1 surface exposure, flow cytometry; cells stimulated with thapsigargin and PMA;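 active = inhibition above about 55%, limit read from the data; inconclusive = no clear call, values can overlap the other calls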
Vif inh: inhibitors of HIV Vif. inhibition, % at 7.49 µM. hit rate 0.35% among 340,000. HEK293T cells, Vif self-association by quenched fluorescence, imaging, 24 h; in the data active = inhibition above about 50%, passing the limit was not always enough; inconclusive = no clear call, values can overlap the other calls; inactive = below about 31%; also: some results filed as inactive read as strong as hits
Active calls of the source: *; ? = inconclusive; . = no result given.

SMILES	aDG glyco act	N-glyco inh	MC4R barr agon	ABHD5 PLIN5 PPI	ABCB6 inh MLPCN	MC4R antag cAMP	NOD2 RIPK2 PPI	TLR9-MyD88 block	Exocytosis inh	Vif inh
N#CCC(=N)N1CCN(c2cccc(Cl)c2)CC1	0.0	1	4.5	5	102	1	-8	3	8	11
CCc1cc(-c2[nH]ncc2-c2nc3ccccc3n2C)c(O)cc1O	-0.1	1	2.3	-4	83	-14	-3	-8	-2	19
CCOc1ccccc1N1CCN(CC(=O)c2c(N)n(C)c(=O)n(C)c2=O)CC1	0.0	2	0.2	-4	106	15	-2	-4	0	6
Cc1ccc2[nH]c3c(c2c1)CCNC3=O	-0.1	1	-1.3	0	100	8	3	2	0	1
COc1ccc(CCNC(=O)Cn2c(=O)oc3cc(Cl)ccc32)cc1OC	0.0	0	0.3	0	98	16	2	0	16	22
Nn1c(SCC(=O)Nc2c(Cl)cccc2Cl)nncc1=O	0.0	-1	-1.8	-5	93	3	10	5	13	13
Nn1c(SCc2cccc(Br)c2)nnc1-c1cccnc1	0.1	10	2.5	1	105	-4	-7	-7	1	-11
O=C(/C=C\c1ccco1)NC(=S)Nc1ccccc1O	0.1	0	-0.2	9	101	6	-2	0	1	-5
O=C(c1cnccn1)N1CCc2ccccc21	-0.4	1	-0.7	-4	101	5	2	2	0	0
Cc1ccc(NC(=O)c2ccc(=O)[nH]n2)cc1S(=O)(=O)Nc1ccccc1Cl	2.9	-2	0.6	-3	102	0	-2	6	-1	11
COc1cccc(C2C(C#N)=C(N)Oc3cc(C)oc(=O)c32)c1OC (stereo unspecified)	0.2	1	-0.2	3	113	1	-11	-7	-3	13
CCOc1ccc(NC(=O)CN(c2cccc(C(F)(F)F)c2)S(C)(=O)=O)cc1	0.0	0	0.2	-7	97	5	-2	10	0	?
O=C(Nc1ccccc1N1CCN(C(=O)c2ccc(Cl)cc2)CC1)c1ccc2c(c1)OCO2	0.4	-1	-1.4	10	99	14	-1	10	3	2
O=C1CCCCC(=O)N(c2ccccc2)c2ccccc21	-0.2	-1	5.4	-2	82	-3	-6	-8	-2	-4
O=C(N/N=C/c1ccccc1[N+](=O)[O-])c1cccs1	-0.1	0	-2.1	-6	95	3	-21	5	-9	-3
O=C(Nc1ccon1)c1cccc(S(=O)(=O)N2CCCCC2)c1	0.1	1	0.1	4	89	5	2	-9	-3	-12
CCOc1ccc(NC(=O)CN2C(=O)CSC(C)C2=O)cc1 (stereo unspecified)	-0.1	3	-1.6	4	98	-2	6	6	-1	0
N#CCCN(Cc1cccnc1)C(=O)Nc1ccccc1	-0.2	4	0.2	5	103	0	-6	1	-6	6
COc1cccc(/C=N\NC(=O)c2ccc(C)nc2)c1	0.0	4	-0.9	-2	88	2	-4	-11	4	0
O=C(/C=C/c1ccc([N+](=O)[O-])cc1)NCc1ccccn1	0.2	2	0.6	9	99	-8	6	9	-5	3
CN(C)CCCN(Cc1cc2cc3c(cc2[nH]c1=O)OCO3)C(=S)NCc1ccco1	-0.5	0	-2.8	-8	104	7	7	4	-1	8
O=C(NCC(c1ccco1)N1CCCCC1)c1ccc(COc2ccc(Cl)cc2)cc1 (stereo unspecified)	1.0	-8	-1.0	-5	100	12	-6	6	27	-15
CCCNC(=O)N1CCN(S(C)(=O)=O)CC1	-0.3	-1	-2.2	2	102	6	3	3	0	3
CC(C)(C)c1ccc(NC(=O)Nc2ccc(F)cc2)cc1	3.9	-10	4.6	-15	101	16	-5	.	-1	16
OCCNc1ncnc2c1nnn2Cc1ccccc1Cl	0.2	4	1.4	2	77	-2	-12	-4	2	0
CC12CCC(C(=O)N(CCCCN3CCN(c4ccccn4)CC3)C1=O)C2(C)C (stereo unspecified)	0.4	0	-0.7	3	58*	3	5	0	2	-7
CC(=O)N1CN(S(=O)(=O)c2ccc(C)cc2)CC1C (stereo unspecified)	0.1	1	-0.8	0	92	6	-4	6	-2	-2
COc1cccc(OCc2nc3ccccc3[nH]2)c1	-0.1	-3	1.4	-4	103	8	-10	2	1	.
CC1(c2ccc3ccccc3c2)NC(=O)N(CC(=O)N2CCN(S(=O)(=O)c3ccccc3F)CC2)C1=O (stereo unspecified)	0.8	-6	-3.0	-2	94	22	-4	-9	5	-23
COc1cc(NC(=O)c2ccc3c(SCC(=O)O)c4c(nc3c2)CCC4)cc(OC)c1OC	-0.3	1	-0.4	7	105	-10	-12	18	-16	6
NS(=O)(=O)c1ccc(CCNC(=O)CCNS(=O)(=O)c2ccccc2C(F)(F)F)cc1	0.0	2	-1.2	-2	102	-1	-6	-8	-8	0
COc1ccc(C2/C=C\CN(C(=O)c3ccc(C)cc3)CC(=O)N2Cc2ccc(F)cc2)cc1 (stereo unspecified)	0.1	-1	-2.2	-1	99	4	9	2	17	0
CC(=O)c1ccc(N2CCN(S(=O)(=O)c3c(C)[nH]c(C)c3C(=O)N3CCCC3)CC2)cc1	0.1	-1	-2.9	-2	93	-1	4	-5	0	-9
C=CCOc1cccc(C2C(C(=O)c3ccco3)=C(O)C(=O)N2Cc2ccncc2)c1 (stereo unspecified)	0.0	0	-0.8	0	100	1	-7	5	-2	.
CC(C)C(=O)N(Cc1ccc(F)cc1)Cc1nc2ccccc2c(=O)[nH]1	0.0	-2	0.5	1	101	-1	0	3	0	-3
COc1ccc(C(=O)NCCCOC(=O)c2ccc(OC)cc2)cc1	0.2	0	-2.7	-1	100	6	-5	3	-2	-5
CCc1nnc(NC(=O)CSc2nnc(-c3cccnc3)n2C)s1	-0.2	1	-2.2	0	92	10	3	.	-4	-2
Nc1nc(SCC(=O)Nc2ccc([N+](=O)[O-])cc2)n[nH]1	-0.1	-1	-1.9	6	98	5	-4	-2	0	-2
COc1ccc(N(CC(=O)NCCSCc2cccc(Cl)c2)S(C)(=O)=O)cc1Cl	0.0	-2	-0.1	0	99	1	-5	-2	60*	-17
Cc1ccccc1Cn1nnc2c1C(=O)c1ccccc1C2=O	2.5	-6	4.0	-23	100	-3	-6	-5	2	-12
CCOC(=O)C1=C(C)Nc2ccccc2N/C1=N\S(=O)(=O)c1cc(C(=O)O)ccc1Cl	-0.1	3	-1.7	4	96	12	-15	-7	0	-5
CCCCCC(C)n1[nH]c(=O)c2c(C)cc(C)nc21 (stereo unspecified)	1.4	-3	1.7	-7	99	13	-6	4	0	1
CCCOC(=O)c1ccc(NC(=O)COC)cc1	-0.3	-2	-2.0	7	110	2	-5	5	1	4
COc1ccc(-c2cc(N3CCCC3)n3ncnc3n2)cc1	1.2	2	0.0	3	91	6	-8	-4	-1	.
Cc1cccc(C(=O)N/N=C/c2ccccn2)c1	0.3	0	-1.5	-5	99	3	9	0	3	13
O=C(Cn1c(=O)oc2ccccc21)Nc1ccc(Cl)cc1Cl	0.1	0	-1.8	-6	98	-1	-3	-1	-8	-28
Cn1c(=O)[nH]c(=O)c2c1nc(N1CCCC1)n2CCCSc1nc2ccccc2o1	0.2	-1	0.1	-4	94	5	-16	6	-1	-1
Cc1ccc(C)c(N2CC(C(=O)O)CC2=O)c1 (stereo unspecified)	-0.1	2	1.2	8	99	-4	-3	-5	1	2
CC(NNC(=S)N1CCCCCC1)c1ccc2ccccc2n1 (stereo unspecified)	-0.1	0	.	0	98	.	-8	.	-3	-7
Cc1ccc(OCCCCn2ccnc2)c(Cl)c1	0.6	0	-1.0	5	102	-8	4	-1	-1	0
Cc1noc(C(=O)Nc2ccccc2C(F)(F)F)c1Cl	0.0	0	0.8	6	99	16	-4	1	10	13
Cc1ccc2cc3cc(C(=O)NCCCN4CCCC4)oc3nc2c1	-0.1	6	-1.3	5	97	-3	-8	6	0	5
NC(=O)CN1C(=O)C(=O)N(Cc2ccccc2)C1=O	-0.1	1	-0.1	6	101	1	2	8	2	-12
O=C(c1ccc(N2CCOCC2)cc1)c1cccs1	0.1	-9	-2.3	-3	103	3	10	-2	-5	4
COCCOC(=O)c1c(C)oc2ccc(NS(=O)(=O)c3ccc(C)cc3)cc12	-0.1	-1	-0.4	2	99	11	6	-4	0	-9
CCCCc1c(CCC)c(=N)c2ccccc2n1C	-0.1	1	-0.5	1	92	-1	8	-3	0	-1
C=CCNS(=O)(=O)CC12CCC(CC1=O)C2(C)C (stereo unspecified)	-0.2	2	0.2	-3	92	1	7	-10	2	.
CCOC(=O)N1CCN(C(=O)c2ccc(CNS(=O)(=O)c3ccc(NC(C)=O)cc3)cc2)CC1	0.2	1	-4.8	3	101	1	-3	-3	-1	-2

Nine entries already listed, sorted by molar mass, rising:
SMILES	aDG glyco act	N-glyco inh	MC4R barr agon	ABHD5 PLIN5 PPI	ABCB6 inh MLPCN	MC4R antag cAMP	NOD2 RIPK2 PPI	TLR9-MyD88 block	Exocytosis inh	Vif inh
Cc1ccc(C)c(N2CC(C(=O)O)CC2=O)c1 (stereo unspecified)	-0.1	2	1.2	8	99	-4	-3	-5	1	2
CCCCc1c(CCC)c(=N)c2ccccc2n1C	-0.1	1	-0.5	1	92	-1	8	-3	0	-1
NC(=O)CN1C(=O)C(=O)N(Cc2ccccc2)C1=O	-0.1	1	-0.1	6	101	1	2	8	2	-12
Cc1ccc(OCCCCn2ccnc2)c(Cl)c1	0.6	0	-1.0	5	102	-8	4	-1	-1	0
O=C(c1ccc(N2CCOCC2)cc1)c1cccs1	0.1	-9	-2.3	-3	103	3	10	-2	-5	4
Cc1noc(C(=O)Nc2ccccc2C(F)(F)F)c1Cl	0.0	0	0.8	6	99	16	-4	1	10	13
CC(NNC(=S)N1CCCCCC1)c1ccc2ccccc2n1 (stereo unspecified)	-0.1	0	.	0	98	.	-8	.	-3	-7
Cc1ccc2cc3cc(C(=O)NCCCN4CCCC4)oc3nc2c1	-0.1	6	-1.3	5	97	-3	-8	6	0	5
Cn1c(=O)[nH]c(=O)c2c1nc(N1CCCC1)n2CCCSc1nc2ccccc2o1	0.2	-1	0.1	-4	94	5	-16	6	-1	-1

These rows are one share of the data; count on the stated rates, not on these rows.
